Pf growth 96h – P. falciparum growth inhibition at 96 hour, primary screen for plastid delayed-death inhibitors | P. falciparum luciferase reporter growth, 96 h | Potency, µM (highest dose often 28.7 µM), for inactives: at the top dose activity change, negative = inhibition, hits mostly inhibitors | 320,000 compounds, 6.9% hits; note: potency is the fitted concentration of half-maximal effect; % is set by controls: 0 for no effect and ±100 for the full control effect
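Two parasite generations (96 h, 37 C, 5% CO2) of compound exposure in infected erythrocytes (0.05% parasitemia, 2% hematocrit). Luciferase-reporter P. falciparum; decreased luminescence indicates inhibited growth, aimed at apicoplast-acting delayed death.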
LmPK inh – LmPK (Leishmania mexicana) enzyme inhibition. Q27686. purified LmPK, Kinase-Glo ATP luminescence, 1 h. Potency, µM (doses to about 57.5 µM), without a hit: at the highest dose activity change, negative = inhibition, actives largely listed as inhibitors. 290,000 compounds, 0.37% hits; note: potency is the fitted concentration of half-maximal effect; % is set by controls: 0 for no effect and ±100 for the full control effect
Target sequence (Q27686 whole entry, looked up): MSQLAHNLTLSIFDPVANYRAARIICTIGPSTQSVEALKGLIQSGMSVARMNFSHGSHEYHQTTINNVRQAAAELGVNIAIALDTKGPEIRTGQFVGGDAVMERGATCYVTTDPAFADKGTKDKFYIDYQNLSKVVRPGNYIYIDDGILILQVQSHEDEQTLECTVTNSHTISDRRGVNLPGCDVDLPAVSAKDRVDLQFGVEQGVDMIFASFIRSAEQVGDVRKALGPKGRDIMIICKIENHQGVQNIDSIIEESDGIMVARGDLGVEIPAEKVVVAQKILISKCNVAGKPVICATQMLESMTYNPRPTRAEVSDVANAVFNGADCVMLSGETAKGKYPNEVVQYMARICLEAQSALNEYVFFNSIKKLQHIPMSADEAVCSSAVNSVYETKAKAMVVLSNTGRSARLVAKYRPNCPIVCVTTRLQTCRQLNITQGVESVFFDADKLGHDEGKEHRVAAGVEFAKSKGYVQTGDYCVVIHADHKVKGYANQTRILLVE
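Pyruvate kinase activity monitored as ATP production (luciferase luminescence). Conditions: 0.1 nM enzyme, 0.5 mM PEP, 0.1 mM ADP, 1 h, RT; normalized against uninhibited and no-enzyme wells.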
CHX counter – counter-screen for Shiga toxin inhibitors: cycloheximide protein synthesis inhibition. cell reporter, cycloheximide protein synthesis inhibition counterscreen. 300,000 compounds, 12% hits. max response, %; in the data active = max response mostly above about 13%, no sharp cut-off; inactive = mostly below about 14%; note: read at 38.3 µM for the half of the compounds with a filed dose; 0% is about no effect
Pf growth 48h – inhibits P. falciparum growth in the first generation, 48 h | P. falciparum luciferase growth in erythrocytes, 48 h | Potency, µM (highest dose often 28.7 µM), for the others: at the top dose activity change, negative = inhibition, usual class: inhibitors | 310,000 compounds, 5.9% hits | AID 504832; note: potency is the fitted concentration of half-maximal effect; % is set by controls: 0 for no effect and ±100 for the full control effect
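Luminescence readout; reporter = integrated firefly luciferase in P. falciparum. RBC culture at 2% hematocrit, 0.1% parasitemia final, 37 C/5% CO2; decreased signal taken as growth inhibition.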
TbPYK inhibitor – T. brucei pyruvate kinase inhibition; Q57TT1; TbPYK enzyme, Kinase-Glo Plus ATP luminescence, 45 min; Potency, µM (series often up to 76.8 µM), without a hit: at the top dose activity, negative = inhibition, most hits filed as inhibitors; 410,000 compounds, 0.12% hits; AID 624173; note: potency is the fitted concentration of half-maximal effect; % is set by controls: 0 for no effect and ±100 for the full control effect; nearly all actives have a fitted effect of over 50% in size
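Glycolytic pyruvate kinase of T. brucei was incubated with substrate, test compound and 130 uM ADP for 45 minutes at room temperature. Luminescent Kinase-Glo Plus signal was measured after 10 minutes.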
HCV inhibitor – blocks hepatitis C virus. 340,000 compounds, 3.4% hits. Huh7.5.1 HCVcc-Cre infection, luciferase reporter, 44 h. Potency, µM (series often up to 41.8 µM), without a hit: top-dose activity change, negative = inhibition, most hits filed as inhibitors; note: potency is the fitted concentration of half-maximal effect; % is set by controls: 0 for no effect and ±100 for the full control effect
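A cell-based infection assay in which seeded cells (1,000 per well) receive test compound after 4 h, are inoculated with HCVcc-Cre at approximately 0.5 moi, and are incubated 44 h before luminescence detection.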
Shiga inhibitor – Shiga toxin inhibition; Vero cells, Shiga toxin protein synthesis inhibition reporter; inhibition, % at 38.7 µM; 290,000 compounds, 9.2% hits; AID 2315; in the data active = inhibition mostly above about 28%, no sharp cut-off; inactive = mostly below about 43%; note: 0% is about no effect
The depositor's hits bear a star; ? = inconclusive; . = no result given; & = joins results of further samples; [ ] = dose if it differs, or a comment. Unless noted, calls come from the whole dose curve; as a rule, active = well fitted curve in the direction sought with a large enough effect; inconclusive = small, poorly fitted or top-dose-only effect, or another doubt; inactive = no such curve, though single readings can be large; an effect the other way counts as inactive or inconclusive.

entry	smiles	Pf growth 48h	LmPK inh	Pf growth 96h	CHX counter	Shiga inhibitor	HCV inhibitor	TbPYK inhibitor
1	CC(C)NC(=O)C(=O)NNC(=O)C12CC3CC(CC(C3)C1)C2	-15%	-1%	?	-2	2	2%	-6%
2	CCOC(=O)C1(CC2CC2)CCN(Cc2ccc(C(=O)OC)cc2)CC1	9.3µM*	-7%	-19%	-1	-9	3%	1%
3	Cc1ccc2cc(/C=N/NC(=O)c3ccccc3[N+](=O)[O-])c(Cl)nc2c1	12%	10%	-37%	16	15	-18%	0%
4	O=C(CSc1ncnc2c1cnn2-c1ccccc1)Nc1ccccc1	27%	0%	-4%	-3	-6	?	9%
5	O=C(CSc1ncnc2sc3c(c12)CCCCC3)NCc1ccco1	-1%	5%	.	63*	103*	11µM*	-1%
6	O=C(c1ccccc1SCc1ccccc1)N1CCCCCC1	-10%[5.75 µM]	3%	?	1	16	4%	-1%
7	O=C(CNC(=O)c1ccccc1Br)NNC(=O)c1cccs1	0%	.	11%	.	.	9%	-7%
8	O=C(CNC(=O)c1ccco1)Nc1cc(Cl)ccc1N1CCOCC1	?	3%	.	-3	-11	13%	6%
9	COc1ccc(NC(=O)CN2CCN(C3c4ccccc4-c4ccccc43)CC2)cc1	?	3%	?	57*	42*	?	3%
10	O=c1[nH]c2ccccc2n2cnnc12	-11%	5%	19%	-3	15	-6%	5%
11	Cc1cc(=O)oc(C)c1C(=O)Nc1ccccc1F	28%	1%	25%	-2	32	12%	-1%
12	Cc1ccc(C)c(NS(=O)(=O)c2cc(C(=O)Nc3ccccc3-c3ccccc3)ccc2C)c1	?	6%	?	9	-14	?	4%
13	C=C(C)CN(CC)c1ccc(N2C(=O)CCCC2=O)cc1[N+](=O)[O-]	-12%	4%	57%[activator]	1	18	12%	-4%
14	COc1ccc(/C=C(\C#N)C(=O)OCC(=O)Nc2c(C)cccc2C(C)C)cc1	-28%	1%	3%	1	-6	5%	2%
15	COc1ccc([N+](=O)[O-])cc1N(CC(O)CN(CC(C)C)CC(C)C)S(=O)(=O)c1ccc(C)cc1 (stereo unspecified)	?	12%	-7%	9	12	?	3%
16	Cc1cccc(C)c1NC(=O)NCc1ccco1	2%	-3%	30%	-3	-5	0%	6%
17	COc1ccc(OC)c(Nc2c3c(nc4ccccc24)CCC3)c1	?	-6%	?	-4	-2	?	1%&3%
18	N#CCCn1cc(C(=O)Nc2ccc([N+](=O)[O-])cc2)c(-c2ccccc2)n1	-15%	1%	-22%	-3	-5	1%	2%
19	CCCCNC(=O)N1CCOCCOCCN(C(=O)NCCCC)CCOCCOCC1	-10%	-11%	-4%	-1	-6	?	-4%
20	CC(C)c1nc2cc(C(=O)N3CCNC(=O)C3c3cccc(F)c3)ccc2o1 (stereo unspecified)	-11%	-4%	6%	12*	54	3%	0%
21	NS(=O)(=O)c1cccc(NS(=O)(=O)c2ccc3ccccc3c2)c1	31%[activator]	0%	35%[activator]	-3	-13	-6%	3%
22	CC1CN(C(=O)CN2C(=O)c3ccccc3S2(=O)=O)CC(C)O1 (stereo unspecified)	20%	-5%	?	16	41	17%	-2%
23	COc1cc(NC(=O)CN2C(=O)C(=O)N(CC(C)C)C2=O)cc(OC)c1	?	.	14%	.	.	?	-1%
24	CN(C)S(=O)(=O)N1CCC(Oc2ccc(C(=O)NC3Cc4ccccc4C3)cc2)CC1	?	6%	?	22*	106*	3.5µM*	0%
25	CC1(C)Cc2c(sc3c2c(=N)n(Cc2ccco2)c(=O)n3CC(=O)Nc2ccccc2)CO1	?	-5%	8%	14	14	?	-5%
26	COc1ccc(C=C2C(=O)c3ccccc3C2=O)cc1O	2%	?	12µM*	38*	115*	4%	?
27	CCOc1ccc(-n2nnnc2-c2nc3ccccc3s2)cc1	2%	-2%	?	60*	138*	6%	-8%
28	Cc1nn(-c2nc3ccccc3s2)c(N)c1-c1ccc(Cl)cc1	37%[activator]	5%	.	33*	54*	-19%&2%	1%
29	C=CCN(CC=C)C(=O)CN1C(=O)NC(C)(c2ccc3cc(OC)ccc3c2)C1=O (stereo unspecified)	13%	-2%	22%	-1	-2	6%	2%
30	Cc1nn(Cc2ccc(C(=O)Nc3ccc(C(=O)OC(C)C)cc3)o2)c(C)c1Cl	15µM*	0%	20%	8	-2	?	?

Another view of part of the listing above:
20) CC(C)c1nc2cc(C(=O)N3CCNC(=O)C3c3cccc(F)c3)ccc2o1 (stereo unspecified)
  Pf growth 48h = -11%
  LmPK inh = -4%
  Pf growth 96h = 6%
  CHX counter = 12*
  Shiga inhibitor = 54
  HCV inhibitor = 3%
  TbPYK inhibitor = 0%
21) NS(=O)(=O)c1cccc(NS(=O)(=O)c2ccc3ccccc3c2)c1
  Pf growth 48h = 31%[activator]
  LmPK inh = 0%
  Pf growth 96h = 35%[activator]
  CHX counter = -3
  Shiga inhibitor = -13
  HCV inhibitor = -6%
  TbPYK inhibitor = 3%

(next part)
entry	smiles	Pf growth 48h	LmPK inh	Pf growth 96h	CHX counter	Shiga inhibitor	HCV inhibitor	TbPYK inhibitor
31	COc1ccc(-c2c(-c3cc(OC)cc(OC)c3)n(C)c3ccc(-c4ccn[nH]4)cc23)cc1	?	.	?	.	.	11µM*	-1%
32	Cc1c(Cl)cccc1NC(=O)COC(=O)Cn1cnc2c1c(=O)n(C)c(=O)n2C	3%	.	-15%	.	.	7%	-2%
33	O=C(Nc1ccccc1Cl)c1ccc2nc(N3CCOCC3)sc2c1	26%	-1%	?	11*	19	-5%	-12%
34	COC(=O)c1c(NC(=O)C(=O)N2CCOCC2)sc2c1CCCC2	-11%	13%	?	-1	1	?	2%
35	COc1cccc(NC(=O)CCC(=O)N2CC(C)Oc3ccc(C)cc32)c1 (stereo unspecified)	24%	5%	?	-1	1	?	-3%
36	CCCS(=O)(=O)c1nc(S(=O)(=O)c2ccc(C)cc2)c(N2CCC(C(N)=O)CC2)s1	-7%	1%	10µM*	2	-8	12%	2%
37	C/C(=C\c1ccccc1)C(=O)NCCN1CCOCC1	11%	0%	22%	1	14	15%	0%
38	COc1ccc(Br)cc1S(=O)(=O)N(CC(=O)N1CCOCC1)c1ccccc1	-1%	-3%	-14%	-2	-15	15%	0%
39	CC(=O)Nc1ccc(NC(=O)c2c(C)nn(Cc3ccccc3)c2Cl)cc1	6%	3%	-28%	-3	5	5%	2%
40	Cc1c(CC(=O)O)c(=O)oc2c(C)c(OCc3nn[nH]n3)ccc12	11%	2%	22%	-1	-7	-35%	11%
41	Cc1noc(C)c1S(=O)(=O)N(CC(=O)N1CCc2ccccc21)c1ccc(C(C)C)cc1	.	7%	?	1	-10	15%	-1%
42	CCN(CC)CC(=O)N1c2ccccc2Sc2ccc(Cl)cc21	?	2%	-19%	1	3	?	7%
43	COc1ccc(CN(C(=O)c2nsc(Cl)c2Cl)C(C(=O)NC2CCCC2)c2ccc(C)cc2)cc1 (stereo unspecified)	?	-1%	10µM*	-2	-10	?	3%
44	CCOC(=O)c1cc(S(=O)(=O)NC2CCCCC2)cn1C	3%	2%	-17%	14	-3	-16%	0%
45	O=C(CSc1n[nH]c(-c2ccccn2)n1)Nc1ccc(Cl)cc1	?	8%	33%[activator]	7	-14	5µM*	-4%
46	O=C(O)c1cc2[nH]c3c(c2cc1Cl)CCCC3	-9%	2%	?	-2	.	1%	-1%
47	O=C(CN1CCN(C(=O)C2CCCO2)CC1)Nc1cc(C(F)(F)F)ccc1Cl (stereo unspecified)	?	-3%	6%	-4	19	.	0%
48	COc1cccc(-n2nnnc2SCC(=O)c2ccc(NC(C)=O)cc2)c1	5%	1%	2%[5.75 µM]	-3	-4	-1%	-3%
49	Cc1cc(C(=O)COC(=O)c2nccnc2N)c(C)n1C	341%[activator]	-10%	294%[activator]	42*	103*	8%	5%
50	Cc1ccc(C)c(S(=O)(=O)N2CCCOC2CNC(=O)C(=O)NCCCN2CCOCC2)c1 (stereo unspecified)	-2%	-4%	3%	-3	-8	1%	-3%
51	CC(C)CNC(=O)c1cccc(NC(=O)c2ccc(NC(=O)c3ccco3)cc2)c1	?	-2%	4%	2	-3	?	-9%
52	CC(=O)Nc1ccc(Cl)c(C(N)=O)c1	0%	3%	?	-4	-8	3%	2%
53	Cc1ccc(NC(=O)CN(C)C(=O)CCSc2ccc(F)cc2)cc1	?	.	?	.	.	?	-4%
54	O=C1CCCCC1C(=O)c1cn(-c2ccc(Cl)c(Cl)c2)nn1 (stereo unspecified)	38%[activator]	-2%	?	11	16	8%	1%
55	CCOc1cc(C(=O)OCC(=O)Nc2cccc(C)c2)ccc1OCC(=O)N1CCOCC1	-11%	-1%	-18%	-6	-8	1%	0%
56	O=C(NCC1CCCO1)c1cn(-c2ccccc2)nc1-c1ccc(F)cc1 (stereo unspecified)	-15%	0%	23%	9	13	-19%	4%

Molecules from the list above with a Cl atom:
entry	smiles	Pf growth 48h	LmPK inh	Pf growth 96h	CHX counter	Shiga inhibitor	HCV inhibitor	TbPYK inhibitor
3	Cc1ccc2cc(/C=N/NC(=O)c3ccccc3[N+](=O)[O-])c(Cl)nc2c1	12%	10%	-37%	16	15	-18%	0%
8	O=C(CNC(=O)c1ccco1)Nc1cc(Cl)ccc1N1CCOCC1	?	3%	.	-3	-11	13%	6%
28	Cc1nn(-c2nc3ccccc3s2)c(N)c1-c1ccc(Cl)cc1	37%[activator]	5%	.	33*	54*	-19%&2%	1%
30	Cc1nn(Cc2ccc(C(=O)Nc3ccc(C(=O)OC(C)C)cc3)o2)c(C)c1Cl	15µM*	0%	20%	8	-2	?	?
32	Cc1c(Cl)cccc1NC(=O)COC(=O)Cn1cnc2c1c(=O)n(C)c(=O)n2C	3%	.	-15%	.	.	7%	-2%
33	O=C(Nc1ccccc1Cl)c1ccc2nc(N3CCOCC3)sc2c1	26%	-1%	?	11*	19	-5%	-12%
39	CC(=O)Nc1ccc(NC(=O)c2c(C)nn(Cc3ccccc3)c2Cl)cc1	6%	3%	-28%	-3	5	5%	2%
42	CCN(CC)CC(=O)N1c2ccccc2Sc2ccc(Cl)cc21	?	2%	-19%	1	3	?	7%
43	COc1ccc(CN(C(=O)c2nsc(Cl)c2Cl)C(C(=O)NC2CCCC2)c2ccc(C)cc2)cc1 (stereo unspecified)	?	-1%	10µM*	-2	-10	?	3%
45	O=C(CSc1n[nH]c(-c2ccccn2)n1)Nc1ccc(Cl)cc1	?	8%	33%[activator]	7	-14	5µM*	-4%
46	O=C(O)c1cc2[nH]c3c(c2cc1Cl)CCCC3	-9%	2%	?	-2	.	1%	-1%
47	O=C(CN1CCN(C(=O)C2CCCO2)CC1)Nc1cc(C(F)(F)F)ccc1Cl (stereo unspecified)	?	-3%	6%	-4	19	.	0%
52	CC(=O)Nc1ccc(Cl)c(C(N)=O)c1	0%	3%	?	-4	-8	3%	2%
54	O=C1CCCCC1C(=O)c1cn(-c2ccc(Cl)c(Cl)c2)nn1 (stereo unspecified)	38%[activator]	-2%	?	11	16	8%	1%
